GPR151 activ: activates the human receptor GPR151; Q8TDV0; PathHunter beta-arrestin GPR151 cells, luminescence; activation, % at 11.2 µM; 1% of 650,000 active; AID 1508602; in the data active = activation above about 4.9%;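 also: 0% = median of compound wells and 100% = cells with positive control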
Target sequence (Q8TDV0 whole entry, looked up): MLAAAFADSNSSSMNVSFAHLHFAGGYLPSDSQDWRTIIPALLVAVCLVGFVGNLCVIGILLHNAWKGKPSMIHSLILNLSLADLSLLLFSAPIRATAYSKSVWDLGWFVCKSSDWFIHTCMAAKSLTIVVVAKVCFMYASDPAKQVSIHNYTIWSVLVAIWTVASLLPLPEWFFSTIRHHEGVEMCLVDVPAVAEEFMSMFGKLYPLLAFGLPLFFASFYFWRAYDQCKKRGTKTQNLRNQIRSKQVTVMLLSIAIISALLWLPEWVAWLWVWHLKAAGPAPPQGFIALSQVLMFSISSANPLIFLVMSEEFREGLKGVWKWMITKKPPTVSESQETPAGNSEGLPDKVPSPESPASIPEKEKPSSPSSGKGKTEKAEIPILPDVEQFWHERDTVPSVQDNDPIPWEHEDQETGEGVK
Starred values were filed as active, the others as inactive. A portion of the library (hit frequency here may not be typical).

SMILES	GPR151 activ
CC1(C)Cc2c(c(N3CCOCC3)nc3snc(Br)c23)CO1	0.9
CN1CCN(CCCOc2ncc(Nc3ncc(-c4ccc(C(F)(F)F)c(F)c4)nc3C(N)=O)cn2)CC1	6.9*
O=C(Nc1ccccc1)c1ccc(-c2cc3ccncc3cc2OC2CCNCC2)s1	0.2
Nc1nccc2ccc(-c3ccc4nccn4c3)cc12	1.3
CC1(COc2ccc(N3CCC(Oc4ccc(OC(F)(F)F)cc4)CC3)cc2)Cn2cc([N+](=O)[O-])nc2O1 (stereo not given)	-0.8
COc1ccc(C2=NCCN2)cc1-c1cn(-c2cccc(C3=NCCN3)c2)nn1	-0.8
CC(C)C(Oc1cccc2ccccc12)C(=O)O (stereo not given)	-1.0
O=C(Nc1nc(-c2ccccn2)cs1)c1cncn1-c1ccccc1	0.4
Cc1ccc2[nH]c3c(NCCN(C)C)ncnc3c2c1	3.4
Clc1ccc(Cl)c(CO[C@H]2CCCC[C@H]2n2ccnc2)c1	0.1
Cc1cc(=O)[nH]c(-n2nc(C)cc2C)n1	-1.4
CC[C@@H]([C@H](C)O)n1ncn(-c2ccc(N3CCN(c4ccc(OCC5CO[C@@](Cn6cncn6)(c6ccc(F)cc6F)C5)cc4)CC3)cc2)c1=O (stereo not given in full)	4.3

Some of the entries above, reformatted.
| Compound | GPR151 activ |
| --- | --- |
| O=C(Nc1nc(-c2ccccn2)cs1)c1cncn1-c1ccccc1 | 0.4 |
| Cc1ccc2[nH]c3c(NCCN(C)C)ncnc3c2c1 | 3.4 |

Carrying on:
SMILES	GPR151 activ
CCc1cc(=O)n(C)c(SC(C)C(=O)Nc2ccc(F)cc2)n1 (stereo not given)	-3.3
CN1CCN(c2nccc3[nH]c(-c4cccc(F)c4)cc23)CC1	0.4
CCOC(=O)c1c(NC(=O)c2c(F)c(F)c(F)c(F)c2F)sc(C(N)=O)c1C	-3.6
COc1ccc2nccc(NC(=O)C3CCN(CCc4ccc(Cl)cc4)CC3)c2n1	-0.7
COc1ccc2nc(C)cc(OCC(=O)NCc3ccccc3)c2c1	0.8
Nc1nc(N)c2c3c(sc2n1)CN(Cc1ccccc1)CC3	0.4
COc1ccccc1CNC(=O)c1cc(C2CC2)nc2c1cnn2C(C)C	0.0
O=C(c1ccc(NCCO)cc1)C1C[C@H]1c1ccc(Cl)cc1 (stereo not given in full)	-0.7
COc1ccc(-c2nn(C(C)C)c3ncnc(N)c23)cc1OC	-0.3
NC(N)=Nc1ccc(-c2ccc(-c3ccc(N=C(N)N)cc3Cl)o2)c(Cl)c1	1.2
CC(Oc1ccccc1)C(=O)Nc1nc(-c2ccccn2)cs1 (stereo not given)	-2.2
O=C1COCc2ccc(Br)cc2N1Cc1ccc(C(F)(F)F)cc1	1.7

4 entries from above, as labelled records:
O=C(c1ccc(NCCO)cc1)C1C[C@H]1c1ccc(Cl)cc1 (stereo not given in full)
  GPR151 activ = -0.7
COc1ccc(-c2nn(C(C)C)c3ncnc(N)c23)cc1OC
  GPR151 activ = -0.3
NC(N)=Nc1ccc(-c2ccc(-c3ccc(N=C(N)N)cc3Cl)o2)c(Cl)c1
  GPR151 activ = 1.2
CC(Oc1ccccc1)C(=O)Nc1nc(-c2ccccn2)cs1 (stereo not given)
  GPR151 activ = -2.2

Continuation:
SMILES	GPR151 activ
COc1ccc(-c2nnc3ccc(-c4cccc(C(C)C)c4)cn23)cc1OC	0.2
O=C1N(Cc2cc3ccccc3s2)CC2CN(Cc3ccccc3)CCN12 (stereo not given)	-1.7
Nc1cccnc1Nc1ccc(Cl)cc1	-0.5
CC(C)(C)OC(=O)N1CCN(c2cc(-c3ccc(Oc4ccccc4)cc3)[nH]n2)CC1	-0.1
Nc1ncnc2c1c(Cc1cccc3ccccc13)nn2CC1CCNCC1	-3.0
NS(=O)(=O)c1cccc(-c2ccc3ncc(N4CCOCC4)nc3c2)c1	-1.1
CCCn1c(NC(=O)c2ccc3ccccc3n2)nc2ccccc21	-1.6
CCc1ccccc1-n1c(C)cn2c3c(=O)n(C(C(=O)OC)C(C)C)c(=O)n(C)c3nc12 (stereo not given)	-1.9
CC(C(=O)N1CCCC1)N1CCN(S(=O)(=O)c2ccc(C(C)(C)C)cc2)CC1 (stereo not given)	-0.6
CC1=Nc2ccc(Cl)cc2C(c2ccccc2)N1CCNC(=O)CN(C)C (stereo not given)	3.5
COc1ccc(-c2cnc3ccc(N4CCCC4)nn23)cc1OC	3.0
COc1ccc(-c2onc(C(F)(F)F)c2-c2ccc(Cl)cc2)c(O)c1	4.4

Part of the list above, reformatted:
molecule | GPR151 activ
COc1ccc(-c2nnc3ccc(-c4cccc(C(C)C)c4)cn23)cc1OC | 0.2
O=C1N(Cc2cc3ccccc3s2)CC2CN(Cc3ccccc3)CCN12 (stereo not given) | -1.7
Nc1cccnc1Nc1ccc(Cl)cc1 | -0.5

(next part)
SMILES	GPR151 activ
CC(C)(C)n1nc(Cc2ccc(F)c(Cl)c2)c2c(N)ncnc21	4.0
CNC(=O)C1Cc2c([nH]c3cc(Cl)ccc23)C2(CCN(CCc3ccccc3)CC2)N1 (stereo not given)	1.3
Cc1nc(-c2cccc(NCc3ccccc3)c2)[nH]c1C	-1.2
CS(=O)(=O)N1CCC(Cn2nc(Cc3cccc4ccccc34)c3c(N)ncnc32)CC1	-2.6
CCOc1ccccc1NC(C)C(=O)Nc1cc(C(F)(F)F)ccc1N1CCOCC1 (stereo not given)	-0.6
CC1=NN(c2nc3ccccc3s2)C(=O)C1Cc1cccc2ccccc12 (stereo not given)	-0.4
O=C(Cn1ccnc1[N+](=O)[O-])NCc1ccccc1	3.0
O=C1[C@H](Oc2ccccc2)[C@H](c2ccc(Cl)cc2)N1CCn1cnc2c(NCc3ccccc3)ncnc21	-2.5
Cc1cnc(CCNC(=O)c2cc(-c3ccc(Cl)cc3)cs2)[nH]1	0.5
CC(C)c1ncc(-c2ccncc2)c(C2CCC(CNC(=O)c3cccnc3)CC2)n1 (stereo not given)	1.0
COC(=O)c1c(NC(=O)c2cc3ccccc3oc2=O)sc2c1CCN(Cc1ccccc1)C2	1.8
CC(C(=O)Nc1ccc2oc(-c3ccncc3)nc2c1)c1ccccc1 (stereo not given)	1.7
Cc1ccccc1CN1CCC(O)(c2ccc(Cl)c(C(F)(F)F)c2)CC1	-1.0

Copied from the entries so far, five compounds:
SMILES	GPR151 activ
Cc1cnc(CCNC(=O)c2cc(-c3ccc(Cl)cc3)cs2)[nH]1	0.5
CC(C)c1ncc(-c2ccncc2)c(C2CCC(CNC(=O)c3cccnc3)CC2)n1 (stereo not given)	1.0
COC(=O)c1c(NC(=O)c2cc3ccccc3oc2=O)sc2c1CCN(Cc1ccccc1)C2	1.8
CC(C(=O)Nc1ccc2oc(-c3ccncc3)nc2c1)c1ccccc1 (stereo not given)	1.7
Cc1ccccc1CN1CCC(O)(c2ccc(Cl)c(C(F)(F)F)c2)CC1	-1.0

Bioassay records: PubChem, The Scripps Research Institute Molecular Screening Center
